Compound activity deposited in PubChem by National Center for Advancing Translational Sciences (NCATS).
HCMV inh: inhibitors of human cytomegalovirus; HFF cells, HCMV-luciferase reporter, 72 h; active compounds read low; activity change, negative = inhibition, % at 57.5 µM; 410,000 compounds, 4.5% hits; AID 1259415; in the data active = activity change below about -60%; inconclusive = no clear call, values can overlap the other calls; inactive = above about -39%
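HFF cells seeded 16 h at 37C, treated with compounds, infected with luciferase-reporter HCMV at MOI 1 PFU/cell; luciferase read at 72 h post infection, normalized to buffer-only and Salinomycin controls.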
Sm TGR block: inhibitors of Schistosoma mansoni thioredoxin glutathione reductase; purified TGR, DTNB reduction, TNB absorbance 405 nm; Potency, µM (highest dose often 114 µM), for inactives: at the highest dose activity change, negative = inhibition, hits mostly inhibitors; 360,000 compounds, 3% hits; AID 485364; also: potency is read from the fitted curve at half-maximal effect; nearly all actives have a fitted effect of over 60% in size
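Kinetic colorimetric format: TGR-catalysed, NADPH-driven DTNB reduction monitored via TNB absorbance. Enzyme dispensed at 20 nM; compound exposure 15 min at room temperature before reaction start.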
LmPK inh: inhibitors of Leishmania mexicana pyruvate kinase; Q27686; purified LmPK, Kinase-Glo ATP luminescence, 1 h; Potency, µM (highest dose often 57.5 µM), inactives show at the top dose activity change, negative = inhibition, most hits filed as inhibitors; 290,000 compounds, 0.37% hits; also: potency is read from the fitted curve at half-maximal effect
Target sequence (Q27686 whole entry, looked up): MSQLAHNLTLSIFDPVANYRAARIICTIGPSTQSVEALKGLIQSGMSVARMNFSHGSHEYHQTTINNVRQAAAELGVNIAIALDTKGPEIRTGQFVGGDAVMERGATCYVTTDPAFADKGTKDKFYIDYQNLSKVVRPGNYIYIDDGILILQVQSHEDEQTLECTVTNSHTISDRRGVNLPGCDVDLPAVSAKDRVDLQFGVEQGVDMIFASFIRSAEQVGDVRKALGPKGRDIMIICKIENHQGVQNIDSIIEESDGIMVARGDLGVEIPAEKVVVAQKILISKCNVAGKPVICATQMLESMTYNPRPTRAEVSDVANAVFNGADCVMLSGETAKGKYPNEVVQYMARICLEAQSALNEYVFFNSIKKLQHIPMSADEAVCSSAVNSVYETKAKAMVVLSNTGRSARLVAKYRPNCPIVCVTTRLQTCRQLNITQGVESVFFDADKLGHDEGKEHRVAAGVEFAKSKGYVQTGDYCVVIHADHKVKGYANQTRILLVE
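Purified LmPK (0.1 nM) converted ADP (0.1 mM) to ATP with PEP (0.5 mM) in imidazole buffer pH 7.2 with KCl and MgCl2, 1 h at room temperature. ATP was read by Kinase-Glo luminescence; data normalized to uninhibited and no-enzyme controls.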
AMA1-RON2 inh: disrupts binding of P. falciparum AMA1 to RON2. AlphaScreen AMA1-biotinylated RON2 peptide binding. Potency, µM (doses to about 58.2 µM), for the others: top-dose activity change, negative = inhibition, most hits filed as inhibitors. 360,000 compounds, 0.2% hits;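 also: potency is read from the fitted curve at half-maximal effect; 0% = vehicle wells and -100% = peptide control; nearly all actives have a fitted effect of over 45% in size; some results filed as inactive show a strong effect at the top dose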
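AMA1 (3D7) with his tag at 25 nM final met compounds first, then biotinylated RON2 peptide at 25 nM; detection used donor plus acceptor beads, 10 µg/mL apiece, read by AlphaScreen after 30 min at room temperature.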
AmpC no deterg: AmpC beta-lactamase inhibition without detergent | P00811 | AmpC nitrocefin hydrolysis, absorbance 480 nm, 0.0001% Triton | Potency, µM (series often up to 57.1 µM), inactives show at the highest dose activity change, negative = inhibition, usual class: inhibitors | 330,000 compounds, 0.52% hits | AID 485341;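 also: potency is read from the fitted curve at half-maximal effect; plate controls were no compound for no effect and no enzyme for full effect; nearly all actives have a fitted effect of over 20% in size; some results filed as inactive show a strong effect at the top dose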
Target sequence (P00811 whole entry, looked up): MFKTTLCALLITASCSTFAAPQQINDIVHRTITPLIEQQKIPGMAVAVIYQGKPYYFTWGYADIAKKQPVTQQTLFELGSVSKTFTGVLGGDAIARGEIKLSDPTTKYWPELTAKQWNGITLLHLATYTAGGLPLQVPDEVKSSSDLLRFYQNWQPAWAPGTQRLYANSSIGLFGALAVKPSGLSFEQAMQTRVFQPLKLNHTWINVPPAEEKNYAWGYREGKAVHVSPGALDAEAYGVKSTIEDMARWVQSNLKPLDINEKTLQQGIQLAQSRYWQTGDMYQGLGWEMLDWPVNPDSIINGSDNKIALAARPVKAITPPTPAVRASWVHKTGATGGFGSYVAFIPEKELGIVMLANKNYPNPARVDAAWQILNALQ
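20 mM phosphate pH 7.0 + 0.01% (detergent screen) or 0.0001% Triton X-100; 5.3 nM AmpC reagent; cpd preinc 15 min RT; nitrocefin (800 uM stock) to start; A480 q20 s × 4 min; Activity was normalised to no-enzyme and no-compound control wells.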
TbPYK inhibitor: inhibitors of Trypanosoma brucei pyruvate kinase. Potency, µM (titrated, usually from 76.8 µM), for the others: at the highest dose activity, negative = inhibition, actives largely listed as inhibitors. 410,000 compounds, 0.12% hits. TbPYK enzyme, Kinase-Glo Plus ATP luminescence, 45 min. Q57TT1. AID 624173; also: potency is read from the fitted curve at half-maximal effect; nearly all actives have a fitted effect of over 50% in size
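Screened from lowest to highest concentration, compounds were pinned into TbPYK/substrate mixtures, and ADP (130 uM final) was added. Plates sat at room temperature for 45 min prior to Kinase-Glo Plus detection by luminescence.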
AmpC detergent: AmpC beta-lactamase inhibition with detergent present; P00811; AmpC hydrolysis of nitrocefin, absorbance 480 nm, 0.01% Triton; Potency, µM (series often up to 114 µM), for inactives: at the highest dose activity change, negative = inhibition, most hits filed as inhibitors; 370,000 compounds, 0.041% hits;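 also: potency is read from the fitted curve at half-maximal effect; 0% = no-compound wells and -100% = no-enzyme wells; nearly all actives have a fitted effect of over 25% in size; some results filed as inactive show a strong effect at the top dose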
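AmpC (5.3 nM in the dispensed reagent) in 20 mM phosphate pH 7.0 with 0.01% (detergent screen) or 0.0001% Triton X-100 was preincubated with compounds for 15 min at room temperature. Nitrocefin was then added from an 800 uM solution, and hydrolysis was followed at 480 nm.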
* = called active by the depositor; ? = inconclusive; · = no result given; [ ] = remark or other dose. Unless noted, calls follow the shape of the dose curve; as a rule, active = well fitted curve in the direction sought with a large enough effect; inconclusive = small, poorly fitted or top-dose-only effect, or another doubt; inactive = no such curve, though single readings can be large; an effect the other way counts as inactive or inconclusive. Unless noted, % is scaled to controls: 0 for no effect and ±100 for the full control effect.

smiles	AmpC no deterg	Sm TGR block	TbPYK inhibitor	AmpC detergent	AMA1-RON2 inh	LmPK inh	HCMV inh
CCCCCn1c(=N)n(CC(O)COc2cccc(C)c2)c2ccccc21 (stereo not given)	·	1%	-2%	15%	·	·	-105*
CC1CCCN(CC(=O)c2ccc(Cl)c(Cl)c2)C1 (stereo not given)	-15%[11.4 µM]	-30%	4%	-9%	15%	6%	35
O=C(c1ccc2c(c1)N(Cc1ccc(Cl)cc1)C(=O)c1ccccc1S2(=O)=O)N1CCN(Cc2ccccc2)CC1	·	8%	-13%	1%	·	·	8
O=C(CN(C(=O)c1csnn1)c1cccc2ccccc12)NCc1ccccc1	-42%	-4%	0%	-5%	-1%	6%	1
O=c1oc2ccccc2n1Cn1c(=O)oc2ccccc21	-20%	0%	0%	?	15%	3%	4
Cc1ccc2c(c1)C(c1ccccc1)CC(=O)O2 (stereo not given)	-30%	8%	0%	4%	5%	6%	2
Cc1ccc(-c2nnc3ccccc3c2C(=O)Nc2ccccc2F)cc1	·	0%	-6%[15.4 µM]	2%	·	·	0
COc1ccc(-c2cc(C)no2)cc1S(=O)(=O)N1CCCN(Cc2ccccc2Cl)C1	52%	6%	-2%	3%	-4%	5%	-4
CC(C)(C)OC(=O)NNc1c2ccccc2nc2ccccc12	-32%	-37%	-7%	?	-27%	1%	-89*
Cc1ccc(S(=O)(=O)N2CCN(C(=O)c3ccnn3C)CC2)cc1C	71%[activator]	0%	-2%	-1%	-3%	-8%	·
CSC1=NS(=O)(=O)c2c(C)nn(C)c2S1	102%[activator]	?	2.5µM*	1%	14%	29%	19
O=C(/C=C/c1ccc2ccccc2n1)N1CCN(S(=O)(=O)c2ccc(F)cc2)CC1	-11%	6%	-4%	1%	-9%	7%	-80*

The closing 5 records of the section above come first, to join the parts:
smiles	AmpC no deterg	Sm TGR block	TbPYK inhibitor	AmpC detergent	AMA1-RON2 inh	LmPK inh	HCMV inh
COc1ccc(-c2cc(C)no2)cc1S(=O)(=O)N1CCCN(Cc2ccccc2Cl)C1	52%	6%	-2%	3%	-4%	5%	-4
CC(C)(C)OC(=O)NNc1c2ccccc2nc2ccccc12	-32%	-37%	-7%	?	-27%	1%	-89*
Cc1ccc(S(=O)(=O)N2CCN(C(=O)c3ccnn3C)CC2)cc1C	71%[activator]	0%	-2%	-1%	-3%	-8%	·
CSC1=NS(=O)(=O)c2c(C)nn(C)c2S1	102%[activator]	?	2.5µM*	1%	14%	29%	19
O=C(/C=C/c1ccc2ccccc2n1)N1CCN(S(=O)(=O)c2ccc(F)cc2)CC1	-11%	6%	-4%	1%	-9%	7%	-80*
Cc1ccccc1C(O)c1ccncc1 (stereo not given)	-6%	-7%	-4%	0%	-3%	4%	-13
Cc1ccc(C)c(Cn2c(=O)n(CCCC(=O)NCc3ccco3)c(=O)c3ccccc32)c1	-24%	2%	3%	-13%	-2%	-1%	-9
O=S(=O)(NC(=S)Nc1ccccc1)c1ccc(F)cc1	-14%	-2%	-12%	0%	0%	3%	-4
CC(C)NC(=O)NC(=O)CSc1nnc(COc2ccccc2F)n1C(C)C1CC2CCC1C2 (stereo not given)	114%[activator]	5%	-6%	?	-9%	1%	20
C[C@H]1CCC[C@]2(O[C@@H](CCO)C[C@@H](O)[C@@H]2O)O1	·	·	3%	·	-1%	·	7
COc1ccc(-n2nnnc2C(c2ccnc3ccccc23)N2CCC3(CC2)C(=O)NCN3c2ccccc2)cc1 (stereo not given)	·	·	-3%	·	-17%	·	0
COc1ccc(N2CCN(C(=S)Nc3ccc(C)cc3C)CC2)cc1	-2%	11%	2%	-6%	11%	2%	8
O=C(c1ccccc1)N1CCN(c2ccc(NCc3ccc4c(c3)OCO4)cc2)CC1	11%	-11%	-28%	0%	28µM*	3%	-35
COc1ccccc1N1CCN(C2CCCN(Cc3ccccc3OCCO)C2)CC1 (stereo not given)	-6%	9%	2%	5%	-4%	-1%	40
CC1CCC2(CC1)SCC(=O)N2c1ccccc1 (stereo not given)	-19%	-3%	-2%	0%	-5%	-1%	-12
CCOC(=O)[C@]12Cc3cc(OC)ccc3[C@H]1N(CC(=O)OC)C(=O)c1ccccc12	·	·	-6%	·	-2%	·	-11
O=C(N/N=C/c1ccccc1C(=O)O)c1cccc(S(=O)(=O)Nc2cc(Cl)ccc2Cl)c1	13µM*	-5%	-2%	-7%	9%	1%	-27
Cc1ccccc1-c1nnc(SCc2ccc(F)cc2)o1	-14%	9%	7%	-3%	50%[activator]	-9%	43
CCN(c1ccccc1)S(=O)(=O)c1ccc(Cl)c(NC(=O)COC(=O)c2ccc(O)cc2)c1	-26%	-4%	-7%	-3%	8%	-2%	-28
CCOc1cc(CNCC2CCCO2)cc(Br)c1OCC(N)=O (stereo not given)	-14%	0%	-9%	-8%	-4%	-2%	-69*
COc1ccccc1NC(=S)N(Cc1ccco1)Cc1cc2cccc(C)c2[nH]c1=O	-49%	-7%	1%	-6%	-24%	0%	-21
COc1cccc(-n2cc(C(=O)OCc3ccc(F)c(F)c3)c3ccccc3c2=O)c1	·	-2%	-8%	1%	·	·	8
Cc1ccc(C(=O)Nc2onc(C)c2C#N)cc1	-22%	-20%	0%	-3%	11%	-1%	23
C=C[C@](C)(CC[C@@]1(C)C(C)CC(OC2OC(C)C(OC3OC(COC(C)=O)C(O)C(O)C3O)C(O)C2O)[C@@]2(C)C(C)=CCCC12)OC1OC(C)C(O[C@@H]2O[C@@H](C)C(O)C(O)[C@H]2O)C(O)C1O (stereo not given in full)	161%[activator]	·	6%	·	15%	·	·
COC(=O)c1c(-c2ccsc2)sc2ccc(-c3cc(OC)c(OC)c(OC)c3)cc12	41%	·	2%	·	-23%	·	-18
CC(=O)Nc1cccc(NC(=O)c2ccc(S(=O)(=O)NCc3ccco3)cc2)c1	·	·	3%	·	-13%	·	-1
c1ccc(CSc2ccc(-c3cccnc3)nn2)nc1	-5%	5%	-1%	1%	4%	-4%	-3
Cc1ccc(CS(=O)(=O)c2ncc(Cl)c(C(=O)Nc3nc4ccc(C)cc4s3)n2)cc1	·	?	-7%	23%	·	·	-107*
Cc1cc(NS(=O)(=O)c2ccc(NC(=O)CSc3nc4ncc(Br)cc4[nH]3)cc2)nc(C)n1	-52%	?	-3%	-2%	-4%	-9%	0
COc1cc(OC)cc(C(=O)NCC(=O)Nc2ccc(OC)c(Cl)c2)c1	-35%	1%	0%	2%	2%	3%	-23
Cc1nnsc1C(=O)N1CCCC(N2CCN(c3cccc(C(F)(F)F)c3)CC2)C1 (stereo not given)	154%[activator]	-15%	-6%	5%	-4%	2%	-61*
COc1ccc(CCNC(=O)CC(=O)N/N=C/c2ccc(C(=O)O)cc2)cc1OC	-4%	0%	-19%	5%	11%	3%	-12
CCOc1ccc(Cn2ccnc2CCl)cc1[N+](=O)[O-]	-7%	0%	4%	?	-9%	-1%	10
CC1CC(C)(C)NC(=S)N1CC(=O)NCc1ccc2c(c1)OCO2 (stereo not given)	-10%	6%	-14%	1%	-3%	2%	15
Cc1oc2c(C)c3oc(=O)c(CCC(=O)NCCCn4ccnc4)c(C)c3cc2c1C	255%[activator]	-1%	0%	-8%	-2%	2%	-37
Cc1cc(C)c2[nH]c(=O)c(CN(C(=O)C3CCCO3)C3CCCC3)cc2c1 (stereo not given)	-14%	-3%	·	?	·	0%	·
Cc1cccc(C(=O)O/N=C(/c2ccccc2)c2ccncc2)c1	7%	·	6%	9%	?	0%	40
COc1ccc(N(CC(=O)NN=C2CCCCCCC2)S(=O)(=O)c2ccccc2)cc1	-45%	-8%	-3%	2%	5%	1%	-64*
C=C(C)COc1ccc(-c2nc(N)ncc2-c2ccc(Br)cc2)c(O)c1	-29%	?	5%	?	-1%	4%	-20
Brc1cccc(-c2nn(-c3ccccc3)c3c2cnc2cc4c(cc23)OCO4)c1	·	-9%	-4%	?	·	·	12
O=C1NC(c2ccccc2)C(C(=O)c2cccs2)=C1O (stereo not given)	-12%	-13%	-3%	?	-24%	1%	14
Cc1cccc(NC(=O)N(Cc2nc3ccccc3c(=O)[nH]2)C2CCCC2)c1	-23%	10%	-4%	-5%	52%[activator]	-3%	-19
Cc1cccc(CN2CCN(C3CN(Cc4cn(Cc5ccccc5)nn4)S(=O)(=O)C3)CC2)c1 (stereo not given)	·	·	1%	·	-1%	·	0

Pulled by compound from above (2):
smiles	AmpC no deterg	Sm TGR block	TbPYK inhibitor	AmpC detergent	AMA1-RON2 inh	LmPK inh	HCMV inh
O=C1NC(c2ccccc2)C(C(=O)c2cccs2)=C1O (stereo not given)	-12%	-13%	-3%	?	-24%	1%	14
CC1CC(C)(C)NC(=S)N1CC(=O)NCc1ccc2c(c1)OCO2 (stereo not given)	-10%	6%	-14%	1%	-3%	2%	15
